GRP78 ERSR act – ER stress response induction in glioma; U87-MG GRP78 promoter luciferase reporter, 16 h; Potency, µM, for the others: at the top dose activation, usual class: activators; 420,000 tested, 0.02% active; also: potency is read from the fitted curve at half-maximal effect; series mostly up to about 76 µM; % of control where 0% means no effect; nearly all actives have a fitted effect of over 35% in size
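Stably transfected U87-MG glioma cells carrying a GRP78-based luciferase sensor; 16 h compound incubation. Luminescence end-point read 10 min after Bright-Glo addition at room temperature.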
D2 ag – activates the human D2 dopamine receptor. 340,000 tested, 0.53% active. P14416. activation, % at 2 µM. HEK293 T-REx D2 cells, calcium flux agonist mode. AID 485358;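 active = activation over 3 SD above normal in the single-dose calcium agonist read, cut at about 30% in these data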; also: 0% is about no effect
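Agonism is scored from calcium flux in a force-coupled, inducible HEK293 cell line expressing D2, read kinetically for 180 s after compound addition against dopamine controls.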
Vif-APOBEC3G blk – inhibitors of Vif-APOBEC3G interaction. Potency, µM (highest dose often 46.1 µM), inactives show at the top dose activity, negative = active, most hits filed as inhibitors. HeLa A3G-eYFP + Vif (tagged APOBEC3G with the HIV-1 protein that degrades it), YFP fluorescence, overnight. 410,000 tested, 0.076% active. Q9HC16. AID 602310;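 also: potency is read from the fitted curve at half-maximal effect; % is scaled to controls: 0 for no effect and ±100 for the full control effect; nearly all actives have a fitted effect of over 60% in size; hits raise eYFP signal because A3G escapes Vif-driven loss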
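Read-out is eYFP fluorescence (Ex 488/Em 500-530) from Vif-expressing HeLa A3G-eYFP cells; more signal means A3G escaped Vif-mediated degradation. Cells plated overnight, compound pinned in, incubated overnight at 37 deg C.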
LDHA block – LDHA (human) enzyme inhibition | P00338 | purified LDHA, NADH/diaphorase-resazurin fluorescence; active compounds read low | activity change, % (values are at about 110 or 230 µM) | 480,000 tested, 0.15% active; in the data active = activity change below about -30%; inconclusive = mostly about -25% to -30%;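 also: plate controls were DMSO wells for no effect and wells without enzyme for full effect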
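Human LDH5 (2 nM) was incubated with 0.06 mM NADH and 0.2 mM pyruvate for 5 min at room temperature in Tris pH 7.4. Remaining NADH was coupled through diaphorase/resazurin, and resorufin fluorescence was read at 0 and 20 min.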
12-LOX inh – inhibitors of human 12S-lipoxygenase ALOX12; AID 1671190; purified 12hLO, xylenol orange hydroperoxide absorbance; Potency, µM (titrated, usually from 108 µM), inactives show top-dose activity change, negative = inhibition, usual class: inhibitors; 580,000 tested, 1.1% active; also: potency is read from the fitted curve at half-maximal effect; % is scaled to controls: 0 for no effect and ±100 for the full control effect
Target sequence (P18054 whole entry, looked up): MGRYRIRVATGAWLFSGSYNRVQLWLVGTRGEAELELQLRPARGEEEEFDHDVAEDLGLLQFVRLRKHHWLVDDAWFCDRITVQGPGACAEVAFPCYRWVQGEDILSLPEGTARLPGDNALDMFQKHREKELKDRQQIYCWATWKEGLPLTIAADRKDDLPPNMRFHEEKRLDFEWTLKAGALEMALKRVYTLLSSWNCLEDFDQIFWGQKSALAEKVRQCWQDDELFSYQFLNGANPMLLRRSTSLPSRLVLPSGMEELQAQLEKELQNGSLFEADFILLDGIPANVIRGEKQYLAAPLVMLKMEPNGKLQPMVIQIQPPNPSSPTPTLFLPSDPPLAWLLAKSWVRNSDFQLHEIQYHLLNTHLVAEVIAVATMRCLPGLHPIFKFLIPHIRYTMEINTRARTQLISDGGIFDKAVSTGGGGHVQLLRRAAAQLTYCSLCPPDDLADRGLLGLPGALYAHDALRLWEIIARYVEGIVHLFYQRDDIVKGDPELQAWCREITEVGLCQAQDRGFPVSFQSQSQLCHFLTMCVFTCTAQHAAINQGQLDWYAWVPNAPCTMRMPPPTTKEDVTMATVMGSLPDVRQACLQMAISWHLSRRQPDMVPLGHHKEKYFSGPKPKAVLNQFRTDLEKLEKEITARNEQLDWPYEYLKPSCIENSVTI
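Purified human 12hLO (150 nM final) in 25 mM Hepes, 0.01% Triton X-100, pH 7.0 was preincubated 15 min at room temperature with compound. Then 40 uM arachidonic acid was added, 30 min. Hydroperoxide was read by Fe-XO absorbance ratio 573/405 nm.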
RGS4 inh – blocks human RGS4-accelerated GTP hydrolysis. Transcreener GDP fluorescence polarization, RGS4-accelerated GTP hydrolysis. Potency, µM (highest dose often 114 µM), for the others: top-dose activity change, negative = inhibition, usual class: inhibitors. 390,000 tested, 0.039% active. AID 504845; also: potency is read from the fitted curve at half-maximal effect; % is scaled to controls: 0 for no effect and ±100 for the full control effect; nearly all actives have a fitted effect of over 75% in size; some results filed as inactive show a strong effect at the top dose
Target sequence (P49798 whole entry, looked up): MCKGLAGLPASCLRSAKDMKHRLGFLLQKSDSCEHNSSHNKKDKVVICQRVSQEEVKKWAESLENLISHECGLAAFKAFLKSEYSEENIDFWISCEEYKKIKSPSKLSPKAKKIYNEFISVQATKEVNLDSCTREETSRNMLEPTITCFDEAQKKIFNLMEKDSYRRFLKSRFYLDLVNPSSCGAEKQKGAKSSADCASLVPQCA
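MLSMR compounds (23 nl, pin-transferred) preincubated 10 min at room temperature with a 500nM (2x) first reagent, then RGS4 at 900nM (2x) plus Transcreener GDP mix added; fluorescence polarization (620/688 nm) read before and after 90 min at 30 °C.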
Vif-APOBEC3F blk – blocks the Vif interaction with APOBEC3F; HeLa A3F-eYFP + Vif (tagged APOBEC3F with the HIV-1 protein that degrades it), YFP fluorescence increase; Potency, µM (titrated, usually from 46.1 µM), without a hit: top-dose activity, negative = active; 390,000 tested, 0.2% active; AID 602313; also: potency is read from the fitted curve at half-maximal effect; % of control where 0% means no effect; nearly all actives have a fitted effect of over 65% in size
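HeLa cells stably expressing Vif plus C-terminally eYFP-tagged A3F were seeded, incubated overnight at 37 deg C, dosed with compound, incubated overnight again at 37 deg C. Yellow fluorescence (Ex 488/Em 500-530) reported blocked Vif-mediated A3F-eYFP degradation.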
D2 antagonist – antagonists of human D2 dopamine receptor; P14416; 340,000 tested, 2% active; inhibition, % at 10 µM; HEK293 TREx D2 cells, calcium flux, dopamine EC80; AID 485344; in the data active = inhibition above about 30%; also: 0% is about no effect
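Tetracycline-induced HEK293 TREx cells expressing D2 receptor forced-coupled to calcium signalling, loaded with no-wash calcium dye. Compounds added and calcium flux read 180 s, then dopamine added at EC80 and read a further 180 s.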
ERG Ets-DNA blk – blocks human ERG Ets domain binding to DNA; 370,000 tested, 0.028% active; Potency, µM (top dose mostly 76.9 µM), for the others: at the top dose FP activity, negative = inhibition, actives largely listed as inhibitors; P11308; AID 624246; fluorescence polarization, His-ERG Ets domain / labelled DNA; active = well fitted inhibition curve with a large enough effect in the polarisation, with a control signal flat; inconclusive = small, poorly fitted or top-dose-only effect, or effect the other way, or a change in a side signal; inactive = no such curve, though single readings can be large or run the other way; the % refers to the polarisation;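 also: polarization taken with two DNA probes labelled with fluorescein and Texas red; potency is read from the fitted curve at half-maximal effect; % of control where 0% means no effect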
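His-tagged ERG Ets domain (1 uM in the protein solution; 300mM KCl, 50mM Tris-HCl, 1mM EDTA, 1mM DTT, pH 7.5) received compound, then a probe mix of 5 nM fluorescein-DNA and 100nM Texas-615-DNA. Fluorescence polarization was read for both dyes.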
Active calls of the source: *; i = inactive; ? = inconclusive; . = not tested or not shown; [ ] = dose if it differs, or a comment. Unless noted, calls follow the shape of the dose curve; as a rule, active = well fitted curve in the direction sought with a large enough effect; inconclusive = small, poorly fitted or top-dose-only effect, or another doubt; inactive = no such curve, though single readings can be large; an effect the other way counts as inactive or inconclusive. Not all compounds are listed, so the mix of outcomes need not match the whole.

Every second line gives: GRP78 ERSR act, D2 ag, Vif-APOBEC3G blk, LDHA block, 12-LOX inh, RGS4 inh, Vif-APOBEC3F blk, D2 antagonist, ERG Ets-DNA blk
1. Cc1ccc(S(=O)(=O)N2CCN(C(=O)COC(=O)CCOc3ccccc3C)CC2)c(C)c1
    -4%, -0.4, 0%, -11, ?, 19%, -9%, 19, 2%
2. CC(=O)Nc1ccc(S(=O)(=O)NCC2CCC(C(=O)NCc3ccccc3Cl)CC2)cc1 (centres undefined)
    -2%, ., -2%, -8, ?, 1%, 0%, ., 7%
3. COC(=O)c1cc(C(=O)OCC(=O)NC2CCCCCCC2)cc([N+](=O)[O-])c1
    -1%, ., -6%, -6, 38%[activator], -9%, -5%, ., -12%
4. Cc1ccc(C)c(N2CCN(CCCNC(=O)Cn3ncc4c([nH]c5ccccc54)c3=O)CC2)c1
    -3%, 0.4, -6%, -9, ?, -6%, -5%, ., -4%
5. CCn1cc(C(=O)NCc2ccccc2Cl)c(=O)c2cc(S(=O)(=O)N3CCCCC3)ccc21
    -3%, -0.4, 4%, 3, -5%, -11%, 3%, ., 3%
6. Cc1cc(C(=O)COc2ccc(-c3nnco3)cc2)c(C)n1Cc1ccccc1
    0%, -0.3, 4%, -13, -10%, -4%, -11%, -6, 2%
7. CC1CCc2sc(C(=O)NN=C3CCC(c4ccccc4)CC3)cc2C1 (centres undefined)
    -2%, -3.1, 0%, -2, 11%, -33%, 5%, 3, -3%
8. Cc1sc(-n2c(C)ccc2C)c(C#N)c1C
    -1%, 0.8, 0%, 1, ?, -45%, -4%, -17, -5%
9. CN(C)C(CNc1ccc(S(C)(=O)=O)cc1[N+](=O)[O-])Cc1ccccc1 (centres undefined)
    1%, 2.1, -3%, -7, 1%, 15%, 11%, -8, -9%
10. O=[N+]([O-])c1ccc(C=NN2CCNC2=S)o1
    4%, ., -4%, 0, ?, ., 0%, ., .
11. C=CC[C@@H](CC(=O)N(CCO)Cc1ccccc1)C(=O)N[C@H](COC(=O)[C@@H](CC=C)CC(=O)OC(C)(C)C)Cc1c[nH]c2ccccc12
    -2%, ., -10%, 4, ?, -6%, 6%, ., -12%
12. Cc1ccc(NC(=O)c2csc3c2CCCC3)cc1
    0%, 3.2, 0%, -2, -15%, 20%, 13%, 6, -2%
13. COCCOC(=O)c1c(C)n(C)c2ccc(OC(=O)N3CCOCC3)cc12
    4%, -0.5, 0%, -2, 0%, 7%, 3%, -3, -6%
14. C=CCNC(=O)CCCOc1cccc(C)c1
    -3%, 0.1, -2%, -3, 25%, 5%, -12%, 7, -1%
15. CCOC(=O)N1CCN(C(=O)CSc2nnc(CNC(=O)c3ccccc3F)o2)CC1
    -2%, 0.2, 1%, 0, 4%[57.4 µM], 7%, -2%, -4, 0%
16. CCOC(=O)C(Cc1ccccc1)c1ccnc2ncnn12 (centres undefined)
    -2%, ., -2%, -6, 0%, 15%, -23%, ., -2%
17. Cc1c(Cl)c(C(F)(F)F)nn1CC(=O)NCc1ccccc1
    -2%, 1.2, 1%, 7, 20%, 0%, -4%, -6, .
18. CCNc1nc(NC(C)CC)nc(ON=C(C)C)n1 (centres undefined)
    -4%, -0.1, -6%, -1, 9%, -16%, -15%, -5, 9%
19. O=C(Nc1cccc(C(=O)N2CCOCC2)c1)c1ccccc1Cl
    -1%, 1.0, -5%, -5, -3%, 18%, -3%, 3, 1%
20. COc1ccc(C(=O)NNC2=CC(=O)CC(C)(C)C2)cc1
    -2%, 1.1, 1%, 6, -7%, -6%, -22%, -10, -3%
21. Cn1c(CS(=O)Cc2c(Cl)cccc2Cl)nnc1SCc1c(Cl)cccc1Cl (centres undefined)
    -5%, 1.2, 0%, -6, 16%, 31%, -3%, -14, -5%
22. C/C(=N\OC(=O)Nc1ccccc1)c1cnn(-c2cc(C(F)(F)F)cc(C)n2)c1C
    1%, -0.1, -1%, -3, ?, -5%, -22%, -12, 8%
23. CCN1CCC(NC(=O)Nc2cccc(C(F)(F)F)c2)CC1
    -7%, -0.2, 0%, -3, -27%, 3%, -1%, 37*, 1%
24. Cn1nc(C(=O)Nc2ccccc2C#N)c2c1-c1ccccc1SC2
    -2%, 0.6, -7%, -6, -20%, -14%, 3%, ., -4%
25. CC(Cc1cccs1)NC(=O)CCCn1nnnc1CN1CCOCC1 (centres undefined)
    -4%, -0.1, 0%, -7, 342%[activator], -12%, 7%, 22, 2%
26. Cc1cc(-c2ccc(C)c(S(=O)(=O)N3CCOc4ccc(Cl)cc43)c2)on1
    -5%, -0.1, 7%, 2, -4%, -18%, 0%, ., 0%
27. Cc1nn(CCc2nn[nH]n2)c2nc(-c3ccc(C4CCCCC4)cc3)cc(C(F)(F)F)c12
    5%, 0.0, -1%, -6, ?, -7%, 0%, 2, -3%
28. CC(=O)Nc1ccc(NC(=O)C2CCCN2S(=O)(=O)c2cccc3nsnc23)cc1 (centres undefined)
    -1%, -0.1, 2%, -1, -5%, -34%, 1%, 5, -7%
29. COc1cccc(NC(=O)C2(C)CCCN2C(=O)C(C)C)c1OC (centres undefined)
    -2%, ., 1%, -5, 5%, ., ., ., .
30. O=C(COC(=O)Cc1ccccc1[N+](=O)[O-])NCc1ccc(Cl)cc1
    -3%, ., 5%, -3, ?, -6%, 1%, ., 5%

3 entries from above, ordered by SMILES length, falling.
Every second line gives: GRP78 ERSR act, D2 ag, Vif-APOBEC3G blk, LDHA block, 12-LOX inh, RGS4 inh, Vif-APOBEC3F blk, D2 antagonist, ERG Ets-DNA blk
1. Cc1ccc(S(=O)(=O)N2CCN(C(=O)COC(=O)CCOc3ccccc3C)CC2)c(C)c1
    -4%, -0.4, 0%, -11, ?, 19%, -9%, 19, 2%
17. Cc1c(Cl)c(C(F)(F)F)nn1CC(=O)NCc1ccccc1
    -2%, 1.2, 1%, 7, 20%, 0%, -4%, -6, .
23. CCN1CCC(NC(=O)Nc2cccc(C(F)(F)F)c2)CC1
    -7%, -0.2, 0%, -3, -27%, 3%, -1%, 37*, 1%

New compounds follow.
Every second line gives: GRP78 ERSR act, D2 ag, Vif-APOBEC3G blk, LDHA block, 12-LOX inh, RGS4 inh, Vif-APOBEC3F blk, D2 antagonist, ERG Ets-DNA blk
31. COc1ccc(C(CNC(=O)c2cccc(S(=O)(=O)Nc3ccccc3Cl)c2)N2CCOCC2)cc1 (centres undefined)
    -2%, -0.3, 1%, -4, 11%, -16%, 10%, -9, -1%
32. NNC(=O)c1ccc2ccccc2n1
    -4%, -0.3, 0%, 1, 12%, 12%, -5%, -16, -3%
33. COc1cc(C(C)=O)ccc1OCC(O)Cn1nc(C)c(C(C)=O)c1C (centres undefined)
    -3%, 0.8, 1%, -11, 4%, -3%, 6%, -13, -5%
34. CCOC(=O)C(C)Sc1nc(-c2ccccc2)nc2ccccc12 (centres undefined)
    -3%, 2.1, -8%, 0, 10%, ?, 7%, 10, 3%
35. CCOc1ccccc1Nc1ncnc2ccc(Br)cc12
    -2%, 0.0, -3%, 0, 2%, -16%, -5%, 1, -5%
36. O=C(C1=C(O)C(=O)N(Cc2ccco2)C1c1cccs1)c1cccs1 (centres undefined)
    -1%, -0.8, 1%, -4, ?, -7%, -8%, 11, -16%
37. CN(Cc1cccc(F)c1)C(=O)c1ccccc1Sc1ccccc1C#N
    -3%, ., -4%, -1, i, -24%, 0%, ., 0%
38. O=C(Nc1ccc(F)cc1F)c1cc2ccc3cccnc3c2[nH]1
    -1%, -0.9, -11%, -3, -13%, -39%, -10%, ., 0%
39. COc1cc(C(=O)OCC(=O)NC2CCCCC2)cc(OC)c1OC
    -5%, ., -2%, 1, -2%, -32%, -3%, ., 6%
40. Cc1nc2ccccc2nc1SCC(=O)c1ccccc1
    4%, -1.5, 0%, -11, -15%, -20%, -3%, 0, 1%
41. CSc1ccccc1OCc1cc(C(=O)N(C)C(C)c2nc(C)cs2)no1 (centres undefined)
    1%, 0.0, 0%, -5, 19%, 8%, 10%, -3, 0%
42. Cc1ccccc1-c1cnc2c(c1)C(=O)N([C@@H](C)CO)C[C@@H](C)[C@H](CN(C)Cc1ccccc1F)O2
    -3%, ., -3%, 3, ?, ., -4%, ., .
43. Cc1c[n+]([O-])n(-c2ccc(C(=O)O)cc2)n1
    -1%, -0.6, -3%, -4, ?, -22%, -3%, 7, 0%
44. NS(=O)(=O)c1ccc(CCNC(=O)CSc2nc3ccsc3c(=O)n2CC(=O)O)cc1
    -6%, 0.7, -1%, -8, 9%, -12%, 1%, -6, -8%
45. COc1cccc(C(=O)Cn2c(N3CCCCC3)nc3c2c(=O)n(C)c(=O)n3C)c1
    -4%, 0.5, 1%, -3, -11%, 16%, -7%, -8, -3%
46. Cc1cc(OCCCC(=O)Nc2nnc(C3CC3)s2)ccc1Cl
    -6%, -0.4, 1%, 1, 4%, -41%, -5%, 10, 5%
47. CCN(CC)C(=O)[C@H]1C[C@H](CC(=O)NCCCOC)C(=O)N2CCc3c([nH]c4cc(CCC(=O)N(C)C)ccc34)[C@]12C
    -1%, ., -2%, 3, 1%, -19%, 4%, ., 8%
48. CC(=O)N1CCc2c(sc(NC(=O)Cc3ccc(C)cc3C)c2C#N)C1
    0%, -0.1, -2%, 0, 32%[activator], 6%[11.4 µM], 3%, 0, -2%
49. O=C(CN1C(=O)c2ccccc2S1(=O)=O)NCc1cccs1
    10%, -0.1, -4%, -2, 71%[activator], 11%, -5%, -15, -5%
50. COC(=O)c1ccc2c(c1)N(Cc1ccccc1)C(=O)c1ccccc1S2(=O)=O
    -5%, -1.1, 1%, 5, -11%, -12%, 6%, ., -1%
